PriA SSB inh – K. pneumoniae PriA-SSBct interaction inhibition; AID 1272365; 0.6% of 430,000 active; inhibition, % at 33 µM; AlphaScreen SSBct-PriA binding, biotinylated peptide; in the data active means inhibition mostly above about 37%, no sharp cut-off; inactive means mostly below about 20%;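 further: plate controls were negative control peptide for no effect and reference peptide for full effect; strong numbers were not always called active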
CCHF vOTU inh – blocks the CCHF virus ovarian tumor domain protease; CCHFV vOTU protease, Pep-AMC fluorescence; AID 651958; inhibition, % at 11.5 µM; 0.55% of 370,000 active; in the data active means inhibition above about 30%; further: 0% = vehicle wells with enzyme and 100% = no enzyme wells
Vc quorum ag – quorum light induction in luxS cqsA deficient V. cholerae | activation, % at 18.7 µM | V. cholerae BH1578 lux reporter, luminescence, 6 h | 0.16% of 350,000 active; in the data active means activation mostly above about 9.7%, no sharp cut-off; further: not every result past the cut was called active; inactives centre near 0; reference of the scale not given here
PrPC surface inh – reduces human prion protein on the cell surface; cell surface PrPC, TR-FRET read-out; inhibition, % at 13.8 µM; 0.43% of 370,000 active; AID 720596; in the data active means inhibition above about 24%; further: 0% = median of the test wells and 100% = reference compound wells
Rv3671c inh – inhibits the M. tuberculosis serine protease Rv3671c. P9WHR9. inhibition, % at 5.96 µM. 0.048% of 320,000 active; in the data active means inhibition above about 38%;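 further: extracellular domain of Rv3671c used as enzyme; 0% = enzyme with DMSO and 100% = no enzyme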
3CLpro inhibitor – SARS-CoV 3CLpro protease inhibition; P0C6X7; recombinant SARS-CoV 3CLpro, quenched FRET peptide cleavage; inhibition, % at 6 µM; 0.14% of 290,000 active; in the data active means inhibition above about 12%
MazEF act – increases E. coli MazEF RNase cleavage of RNA; 0.32% of 350,000 active; activation, % at 20 µM; FAM/BHQ RNA-DNA oligo cleavage fluorescence, 5 h; in the data active means activation above about 50%
Yp Topo-I inh – Y. pestis Topo-I inhibition via cleavage products | Y. pestis Topo-I cleavage product accumulation, plate reader | 0.064% of 360,000 active | activity, % at 10 µM; in the data active means activity above about 50%, passing the limit was not always enough; further: inactives centre near 2
DUSP3 inh – DUSP3 (human) phosphatase inhibition; P51452; recombinant VHR phosphatase, pNPP absorbance; inhibition, % at 13.3 µM; 0.52% of 290,000 active; in the data active means inhibition above about 50%; further: some compounds called inactive have numbers as strong as hits
TcdB GH inh – TcdB glycohydrolase inhibition; TcdB glycohydrolase enzymatic assay, plate reader; inhibition, % at 9.99 µM; 0.24% of 350,000 active; in the data active means inhibition above about 10%
Starred values were filed as active, the others as inactive; i = inactive; nt = no result given; & = joins results of further samples. The list is partial; the hit share may differ from the screen's.

Short forms: A = PriA SSB inh; B = CCHF vOTU inh; C = Vc quorum ag; D = PrPC surface inh; E = Rv3671c inh; F = 3CLpro inhibitor; G = MazEF act; H = Yp Topo-I inh; I = DUSP3 inh; J = TcdB GH inh
(1) O=C(N/N=C\c1cc(Br)c(Br)o1)C1COc2ccccc2O1 (configuration not stated)
  A: nt; B: -3; C: i; D: 1; E: 0; F: 1; G: 9; H: 1; I: -2; J: -0.4

(2) O=C(CCc1ccccc1)NNC(=O)COc1ccc(Br)cc1
  A: -4; B: 3; C: -9.4; D: 2; E: -8; F: -2; G: 2; H: 6; I: 47; J: 1.0

(3) Cc1cc(Br)ccc1NC(=O)CN(C)C(=O)CN1C(=O)NC(C)(C2CC2)C1=O (configuration not stated)
  A: -5; B: 3; C: i; D: 4; E: 3; F: nt; G: 0; H: -2; I: nt; J: 0.7

(4) CN(C)c1ccc(S(=O)(=O)NCC(=O)N2CCN(c3ccccc3)CC2)cc1[N+](=O)[O-]
  A: 14; B: 2; C: i; D: -14; E: 3; F: nt; G: 3; H: -6; I: nt; J: 0.7

(5) Cc1nn(-c2ccc(C(=O)O)cc2)c(=O)c2ccccc12
  A: -3; B: -12; C: i; D: 6; E: -6; F: 0; G: -8; H: -8; I: 11; J: nt

(6) O=C(O)CC1OCC=C2CN3CCC45C6=CC(=O)C(=O)C([N+](=O)[O-])=C6NC4C1C2CC35 (configuration not stated)
  A: 21; B: nt; C: i; D: nt; E: -116; F: 5; G: 10; H: -1; I: 10; J: nt

(7) CCCC(=O)Nc1ccc2c(c1)nc1n2CCOC1
  A: -3; B: -1; C: nt; D: 3; E: -5; F: -5; G: 0; H: -2; I: 10; J: nt

(8) O=c1oc2cc(Cl)ccc2n1CSc1nc2ccccc2s1
  A: -30; B: 15; C: 5.3; D: -2; E: -6; F: 2; G: 2; H: 28; I: -8; J: nt

(9) O=C(CN1CCN(c2cccc(Cl)c2)CC1)Nc1ccc([N+](=O)[O-])cc1C(=O)Nc1ccccc1F
  A: 4; B: 5; C: -0.1; D: 3; E: -4; F: -3; G: 4; H: 1; I: -5; J: 0.4

(10) CCOC(=O)C(NC(=O)c1cccc(Cl)c1)(OCc1ccc(F)cc1)C(F)(F)F (configuration not stated)
  A: -45; B: -3; C: i; D: 4; E: -17; F: 4; G: -9; H: -7; I: -1; J: nt

(11) CC(C)(C)NCCOCCOc1ccccc1-c1ccccc1
  A: -3; B: 9; C: -0.6; D: 0; E: -9; F: -5; G: 6; H: -5; I: -3; J: nt

(12) CN1CCN(c2ccc(S(=O)(=O)N3CCOCC3)cc2NC(=O)C2CCCCC2)CC1
  A: -4; B: 7; C: i; D: 3; E: nt; F: nt; G: 5; H: 2; I: nt; J: 2.1

(13) CCC(=O)Nc1ccc(C2=Nn3c(nnc3C(C)C)SC2)cc1
  A: -9; B: 17; C: 1.9; D: 11; E: -4; F: 1; G: -2; H: -3; I: -10; J: 1.4

(14) COc1ccc(-c2[nH]ncc2CN2CCN(C(=O)c3cccs3)CC2)c(F)c1
  A: -4; B: -4; C: i; D: 2; E: 1; F: -1; G: -1; H: 4; I: 10; J: 0.1

(15) Cc1ccc(/C=N/NC(=O)Cn2nnc(N)n2)cc1
  A: i; B: 0; C: -0.6; D: 8; E: 1; F: -3; G: -1; H: -4; I: 7; J: -0.6

Next structures.
Short forms: A = PriA SSB inh; B = CCHF vOTU inh; C = Vc quorum ag; D = PrPC surface inh; E = Rv3671c inh; F = 3CLpro inhibitor; G = MazEF act; H = Yp Topo-I inh; I = DUSP3 inh; J = TcdB GH inh
(16) CC1(C(=O)NCCN2CCOCC2)C=CCN1C(=O)c1ccccc1 (configuration not stated)
  A: -14; B: 1; C: -19; D: -4; E: -7; F: -4; G: -19; H: -6; I: 20; J: -0.4

(17) C/C(=N\NC(=O)CNC(=O)c1ccccc1Br)c1ccco1
  A: nt; B: 4; C: -0.3; D: 4; E: 10; F: -1; G: 3; H: -5; I: 10; J: -0.4

(18) CCOCCCNC(=O)C1CCCN1C(=O)Nc1ccccc1[N+](=O)[O-] (configuration not stated)
  A: 3; B: 17; C: -0.4; D: -13; E: -8; F: 4; G: 4; H: 5; I: 44; J: 0.9

(19) COc1cccc(CNS(=O)(=O)c2ccc3c(c2)oc(=O)n3C)c1
  A: -2; B: -12; C: -0.4; D: 0; E: -8; F: -4; G: -31; H: 4; I: -7; J: 1.1

(20) NC(=O)N/N=C/c1cccc(OCc2ccc(F)cc2)c1
  A: nt; B: 5; C: -3.3; D: 9; E: -6; F: 5; G: -5; H: 9; I: 7; J: 0.3

(21) Cc1cccc2c1nc(-c1ccccc1)n1nnnc21
  A: -27; B: 3; C: i; D: -2; E: 1; F: -2; G: 9; H: 3; I: 33; J: nt

(22) CCCN(CC(=O)Nc1ccccc1OC)C(=O)c1nc2nc(C)ccn2n1
  A: -11; B: 3; C: 0.1; D: 6; E: -8; F: nt; G: -7; H: 1; I: nt; J: 1.6

(23) O=S(=O)(c1cc(Cl)ccc1Cl)N1CCCC1
  A: -11; B: -8; C: -0.2; D: -5; E: 8; F: -2; G: 6; H: 3; I: -12; J: nt

(24) COc1cccc(NC(=O)c2ccc3c(c2)N(CC(=O)N2CCOCC2)C(=O)C(C)(C)O3)c1
  A: -3; B: 1; C: -0.3; D: 2; E: 1; F: -1; G: 7; H: -5; I: -17; J: 2.8

(25) COC(=O)CCCC1=CC2=CC(=O)C(C)(OC(=O)c3cccs3)C(=O)C2=CN1Cc1ccco1 (configuration not stated)
  A: -3; B: 1; C: i; D: -6; E: -8; F: nt; G: 7; H: -6; I: 0; J: -1.0

(26) COc1ccccc1N1CCN(C(=O)C(=O)c2c[nH]c3ccccc23)CC1
  A: 0&9; B: 12; C: i; D: -8; E: -5; F: 0; G: -6; H: 3; I: 43; J: 3.0

(27) Cc1ccc(S(=O)(=O)N2CCC(C(=O)OCc3ccccc3)CC2)cc1C
  A: -4; B: 0; C: -1.6; D: 7; E: -3; F: nt; G: -2; H: 35; I: nt; J: 2.1

(28) COCCCn1c(=O)c2sccc2n(Cc2cccc(C)c2)c1=O
  A: 2; B: -2; C: i; D: 8; E: 4; F: 3; G: 5; H: 8; I: 14; J: -0.4

(29) Fc1ccc(C(c2nnnn2Cc2cccs2)N2CCN(c3ccccc3)CC2)cc1 (configuration not stated)
  A: -7; B: -2; C: -0.6; D: -3; E: -2; F: 0; G: 1; H: 16; I: 3; J: nt

(30) O=C(Nc1ccccc1)c1cc(C2CCCN(C(=O)c3cccs3)C2)on1 (configuration not stated)
  A: nt; B: -5; C: 1.2; D: 10; E: nt; F: nt; G: nt; H: 6; I: nt; J: 1.4

(more compounds)
Short forms: A = PriA SSB inh; B = CCHF vOTU inh; C = Vc quorum ag; D = PrPC surface inh; E = Rv3671c inh; F = 3CLpro inhibitor; G = MazEF act; H = Yp Topo-I inh; I = DUSP3 inh; J = TcdB GH inh
(31) CC(C)CNS(=O)(=O)c1ccc2c(c1)OCCO2
  A: -3; B: -3; C: i; D: 0; E: -10; F: -1; G: -2; H: 8; I: 9; J: nt

(32) CCCOc1nc2c(c(=O)n(C)c(=O)n2C)n1CCC
  A: -5; B: -6; C: -0.5; D: 3; E: -10; F: -5; G: 5; H: 7; I: 11; J: -1.1

(33) Cc1cc(C)c(C(=O)CSc2nc(C)cc(=O)[nH]2)c(C)c1
  A: -14; B: -4; C: i; D: 3; E: -12; F: 1; G: -21; H: 2; I: -3; J: 0.6

(34) Cc1cccc(-n2nnnc2SCC(=O)NCCN2C(=O)CSC2=O)c1
  A: -6; B: -9; C: -1.7; D: 2; E: 2; F: -4; G: 2; H: -7; I: 14; J: nt

(35) CSc1nc(Sc2ccccc2Cl)c2ccccc2n1
  A: -9; B: 0; C: -0.5; D: -1; E: -2; F: 0; G: -9; H: 26; I: 29; J: nt

(36) CC1(C)Oc2ccc3ccc(=O)oc3c2/C(=N/O)C1=O
  A: nt; B: -197; C: i; D: 10; E: 6; F: 4; G: -3; H: -3; I: 10; J: -4.2

(37) CCc1c(N)nc(N)nc1Nc1ccccc1Cl
  A: 2; B: 16; C: -2.0; D: 7; E: nt; F: nt; G: -2; H: 2; I: nt; J: -1.3

(38) CNC(=O)c1c(NC(=O)C2=COCCO2)sc(C)c1C
  A: -2; B: 8; C: i; D: -8; E: 10; F: nt; G: -3; H: -3; I: nt; J: -0.4

(39) Cc1cccc(Nc2nnc(SCC(=O)Nc3ccc(C(=O)O)cc3)s2)c1
  A: 3; B: 17; C: 1.6; D: 5; E: 6; F: 3; G: 6; H: 7; I: 5; J: 0.5

(40) Cc1ccc(CONC(=O)c2cccc([N+](=O)[O-])c2)cc1
  A: 9; B: 1; C: -2.1; D: -13; E: -5; F: nt; G: 9; H: -3; I: nt; J: 2.1

(41) O=C(CN1C(=O)CCS(=O)(=O)c2ccccc21)Nc1ccc2c(c1)OCCO2
  A: -7; B: -2; C: -0.6; D: 3; E: nt; F: -4; G: 7; H: 2; I: 13; J: nt

(42) CCC(C)N(C(=O)c1csnn1)C(C(=O)NCc1ccc(F)cc1)c1ccccc1F (configuration not stated)
  A: -5; B: 0; C: -4.8; D: -1; E: -10; F: 0; G: 7; H: 6; I: 44; J: 0.2

(43) Cc1ccc(C(=O)Nc2nc(=O)n(C(=O)C3CC3)s2)cc1
  A: -11; B: -7; C: i; D: 0; E: 0; F: 5; G: 14; H: -11; I: 4; J: 0.2

(44) COc1ccc(NC(=O)N(C)C[C@H]2Oc3ccc(NC(=O)NC4CCCCC4)cc3C(=O)N([C@H](C)CO)C[C@@H]2C)cc1
  A: -3; B: -8; C: i; D: -1; E: 5; F: nt; G: 4; H: 17; I: nt; J: 1.3&-0.5

(45) O=C(O)c1ccc(S(=O)(=O)N(Cc2cccs2)CC2CCCO2)cc1 (configuration not stated)
  A: -7; B: 6; C: -0.1; D: 8; E: 4; F: 1; G: -3; H: 8; I: -22; J: -1.0

From compound 31 to 33, copied from above:
Short forms: A = PriA SSB inh; B = CCHF vOTU inh; C = Vc quorum ag; D = PrPC surface inh; E = Rv3671c inh; F = 3CLpro inhibitor; G = MazEF act; H = Yp Topo-I inh; I = DUSP3 inh; J = TcdB GH inh
(31) CC(C)CNS(=O)(=O)c1ccc2c(c1)OCCO2
  A: -3; B: -3; C: i; D: 0; E: -10; F: -1; G: -2; H: 8; I: 9; J: nt

(32) CCCOc1nc2c(c(=O)n(C)c(=O)n2C)n1CCC
  A: -5; B: -6; C: -0.5; D: 3; E: -10; F: -5; G: 5; H: 7; I: 11; J: -1.1

(33) Cc1cc(C)c(C(=O)CSc2nc(C)cc(=O)[nH]2)c(C)c1
  A: -14; B: -4; C: i; D: 3; E: -12; F: 1; G: -21; H: 2; I: -3; J: 0.6

(more compounds)
Short forms: A = PriA SSB inh; B = CCHF vOTU inh; C = Vc quorum ag; D = PrPC surface inh; E = Rv3671c inh; F = 3CLpro inhibitor; G = MazEF act; H = Yp Topo-I inh; I = DUSP3 inh; J = TcdB GH inh
(46) c1ccc(-c2cn(C[C@H]3CC[C@@H]([C@@H]4CC[C@H](Cn5cc(-c6ccccn6)nn5)O4)O3)nn2)nc1
  A: 101*; B: 7; C: i; D: -3; E: -1; F: -10; G: -2; H: -4; I: -3; J: 1.1

(47) O=C1C[C@@H](c2ccc(O[C@@H]3O[C@H](CO)[C@@H](O)[C@H](O)[C@H]3O)cc2)Oc2cc(O)ccc21
  A: 14; B: 14; C: -0.4; D: 8; E: 4; F: 1; G: -1; H: 2; I: 5; J: -3.2

(48) COc1cccc(CNC(=O)C2CCC(=O)N(CC3CCCCC3)C2)c1OC (configuration not stated)
  A: 0; B: 0; C: -0.6; D: 0; E: nt; F: 4; G: -7; H: -11; I: 35; J: 0.6

(49) COc1ccc(NS(=O)(=O)c2ccc(-c3n[nH]c(=S)n3Cc3ccccc3)cc2)cc1
  A: -10; B: -5; C: -0.5; D: 8; E: 5; F: -2; G: -16; H: 17; I: 13; J: 0.4

(50) O=C(COc1ccc(Cl)cc1)OCc1ccc(Cl)cc1
  A: -20; B: -9; C: 7.1; D: -7; E: nt; F: nt; G: 2; H: 37; I: nt; J: 0.8

(51) COc1ccc(C)cc1NC(=O)c1nnn(CCc2ccccc2)c1N
  A: -19; B: -6; C: -0.3; D: 8; E: 5; F: -1; G: -4; H: 3; I: -9; J: 1.3

(52) CC(=O)N(C)c1ccc(NC(=S)NC(=O)/C=C/c2ccco2)cc1
  A: -7&8; B: 22; C: -2.2; D: -20; E: -8; F: 2; G: 11; H: 14; I: -9; J: 0.6
